High-throughput results as filed in PubChem BioAssay.
POLK inh = qHTS for Inhibitors of Polymerase Kappa. Potency, µM (doses to about 107 µM), for the others: at the top dose activity, negative = inhibition, usual class: inhibitors. 400,000 tested, 0.53% active. AID 588579, 2011. purified Pol kappa, fluorescent DNA synthesis assay, 10 min; note: potency is the fitted concentration of half-maximal effect; % is set by controls: 0 for no effect and ±100 for the full control effect
Target sequence (Q9UBT6 whole entry, looked up): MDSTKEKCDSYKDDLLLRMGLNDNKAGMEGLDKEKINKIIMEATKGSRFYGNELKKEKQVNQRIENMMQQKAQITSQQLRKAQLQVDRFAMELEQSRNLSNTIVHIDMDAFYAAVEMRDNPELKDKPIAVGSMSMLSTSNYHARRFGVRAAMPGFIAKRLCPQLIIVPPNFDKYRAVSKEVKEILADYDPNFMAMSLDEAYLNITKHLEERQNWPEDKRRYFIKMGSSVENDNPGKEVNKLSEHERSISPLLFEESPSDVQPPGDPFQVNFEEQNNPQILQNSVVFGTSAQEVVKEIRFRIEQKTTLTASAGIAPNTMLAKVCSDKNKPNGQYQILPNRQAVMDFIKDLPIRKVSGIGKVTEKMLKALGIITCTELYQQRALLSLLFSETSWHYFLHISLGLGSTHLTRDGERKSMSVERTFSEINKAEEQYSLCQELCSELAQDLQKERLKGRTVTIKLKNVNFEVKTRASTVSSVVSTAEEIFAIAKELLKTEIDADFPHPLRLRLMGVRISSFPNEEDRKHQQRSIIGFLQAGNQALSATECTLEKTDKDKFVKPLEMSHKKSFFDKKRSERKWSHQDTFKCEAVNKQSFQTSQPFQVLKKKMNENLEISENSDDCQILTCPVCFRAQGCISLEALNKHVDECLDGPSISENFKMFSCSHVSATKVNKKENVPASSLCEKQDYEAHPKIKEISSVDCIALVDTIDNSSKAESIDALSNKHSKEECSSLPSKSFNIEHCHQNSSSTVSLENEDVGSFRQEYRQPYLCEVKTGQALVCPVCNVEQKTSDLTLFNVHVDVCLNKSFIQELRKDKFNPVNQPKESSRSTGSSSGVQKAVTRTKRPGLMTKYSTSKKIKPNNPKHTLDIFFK
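Fluorescent qHTS in 1536-well format: enzyme (10 nM) and compound sat 15 min at room temperature before 50 nM substrate (final) was added. Signal taken at 0 and 10 min; no-enzyme buffer wells were negative controls.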
12-LOX inh = Primary qHTS assay for inhibitors of human arachidonate 12S-lipoxygenase (ALOX12): Round 2; Polyunsaturated fatty acid lipoxygenase ALOX12 (Homo sapiens), P18054; purified 12hLO, xylenol orange hydroperoxide absorbance; Potency, µM (titrated, usually from 108 µM), inactives show top-dose activity change, negative = inhibition, most hits filed as inhibitors; 580,000 tested, 1.1% active; AID 1671190, 2021; note: potency is the fitted concentration of half-maximal effect; % is set by controls: 0 for no effect and ±100 for the full control effect
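Hydroperoxide product was detected by ferrous iron/xylenol orange as the 573 to 405 nm absorbance ratio. Arachidonic acid at 40 uM (final) was turned over for 30 min at room temperature by 150 nM human 12hLO, pH 7.0 Hepes buffer, after 15 min compound preincubation.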
RGS4 inhibitor = Inhibitors of Regulator of G Protein Signaling (RGS) 4: qHTS | Regulator of G-protein signaling 4 (Homo sapiens), P49798 | 390,000 tested, 0.039% active | Transcreener GDP fluorescence polarization, RGS4-accelerated GTP hydrolysis | Potency, µM (series often up to 114 µM), without a hit: at the top dose activity change, negative = inhibition, usual class: inhibitors; note: potency is the fitted concentration of half-maximal effect; % is set by controls: 0 for no effect and ±100 for the full control effect; nearly all actives have a fitted effect of over 75% in size; some results filed as inactive show a strong effect at the top dose
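MLSMR compounds (23 nl, pin-transferred) preincubated 10 min at room temperature with a 500nM (2x) first reagent, then RGS4 at 900nM (2x) plus Transcreener GDP mix added; fluorescence polarization (620/688 nm) read before and after 90 min at 30 °C.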
LDHA block = qHTS assay for inhibitors of human lactate dehydrogenase; L-lactate dehydrogenase A chain (Homo sapiens), P00338; purified LDHA, NADH/diaphorase-resazurin fluorescence; hits give low values; activity change, % (values are at about 110 or 230 µM); 480,000 tested, 0.15% active; AID 1347041, 2019; in the data active = activity change below about -30%; inconclusive = mostly about -25% to -30%;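 note: plate controls were DMSO wells for no effect and wells without enzyme for full effect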
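Remaining NADH was detected by diaphorase (0.133 mg/mL) converting 37 µM resazurin to fluorescent resorufin, read at 0 and 20 minutes. The preceding 5-minute room-temperature reaction used 2 nM LDHA, 0.2 mM sodium pyruvate and 0.06 mM NADH at pH 7.4.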
Pol beta inh = qHTS Assay for Inhibitors of DNA Polymerase Beta; P06746; Pol beta primer extension/strand displacement, fluorescence kinetic; Potency, µM (doses to about 114 µM), without a hit: at the highest dose activity change, negative = inhibition, usual class: inhibitors; 340,000 tested, 1.3% active; AID 485314, 2010; note: potency is the fitted concentration of half-maximal effect; % is set by controls: 0 for no effect and ±100 for the full control effect
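Preincubation: enzyme (10 nM) with compound, 15 min, RT. Reaction: substrate added to 50 nM final. Reads: 0 and 10 min. Analysis: normalized, Hill fit.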
Apoferritin bind = qHTS Assay for Identification of Novel General Anesthetics; Ferritin light chain (Equus caballus), P02791; apoferritin/1-aminoanthracene competitive binding, fluorescence; Potency, µM (highest dose often 77.5 µM), without a hit: at the highest dose activity change, negative = displacement, hits mostly inhibitors; 350,000 tested, 0.074% active; AID 485281, 2010; note: potency is the fitted concentration of half-maximal effect; % is set by controls: 0 for no effect and ±100 for the full control effect; nearly all actives have a fitted effect of over 20% in size
Target sequence (P02791 2-175 limits assumed): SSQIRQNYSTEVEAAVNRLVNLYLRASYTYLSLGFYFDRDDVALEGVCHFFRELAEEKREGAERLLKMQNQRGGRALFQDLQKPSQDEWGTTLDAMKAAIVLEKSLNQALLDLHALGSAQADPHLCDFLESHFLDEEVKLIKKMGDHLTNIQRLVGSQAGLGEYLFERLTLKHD
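Probe: 1-aminoanthracene (50% saturated, PBS). Protein: horse-spleen apoferritin, 10 uM. Incubation: 10 min, room temperature. Detection: 380 nm excitation, 535 nm emission. Analysis: normalized response, four-parameter Hill.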
APE1 inh = qHTS Assay for Inhibitors of the Human Apurinic/apyrimidinic Endonuclease 1 (APE1) | DNA repair nuclease/redox regulator APEX1 (Homo sapiens), P27695 | recombinant APE1, TAMRA/BHQ-2 abasic DNA cleavage fluorescence | 350,000 tested, 0.35% active | Potency, µM (series often up to 65.8 µM), inactives show at the top dose activity change, negative = inhibition, most hits filed as inhibitors;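 note: potency is the fitted concentration of half-maximal effect; plate controls were vehicle for no effect and reference inhibitor for full effect; nearly all actives have a fitted effect of over 55% in size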
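0.75 nM APE1 + cpd, 15 min RT; start w/ 50 nM TAMRA/BHQ-2 THF-abasic dsDNA; kinetic fluor 525/598 nm ×3 reads @60 s; Δ(read3−read1); normalized to DMSO and NSC13755 control wells.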
ERG Ets-DNA blk = qHTS for Small Molecule Inhibitors of the ERG Ets/DNA interaction | Potency, µM (titrated, usually from 76.9 µM), without a hit: at the top dose FP activity, negative = inhibition, hits mostly inhibitors | fluorescence polarization, His-ERG Ets domain / labelled DNA | AID 624246, 2012 | 370,000 tested, 0.028% active; active = well fitted inhibition curve with a large enough effect in the polarisation, with a control signal flat; inconclusive = small, poorly fitted or top-dose-only effect, or effect the other way, or a change in a side signal; inactive = no such curve, though single readings can be large or run the other way; the % refers to the polarisation;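 note: polarization taken with two DNA probes labelled with fluorescein and Texas red; potency is the fitted concentration of half-maximal effect; % of control where 0% means no effect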
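His-tagged ERG Ets domain (1 uM in the protein solution; 300mM KCl, 50mM Tris-HCl, 1mM EDTA, 1mM DTT, pH 7.5) received compound, then a probe mix of 5 nM fluorescein-DNA and 100nM Texas-615-DNA. Fluorescence polarization was read for both dyes.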
POLH inh = qHTS for Inhibitors of Polymerase Eta | DNA polymerase eta (Homo sapiens), Q9Y253 | AID 588591, 2011 | Potency, µM (titrated, usually from 114 µM), for the others: at the top dose activity change, negative = inhibition, hits mostly inhibitors | recombinant Pol eta, fluorescent DNA replication assay | 390,000 tested, 1.2% active; note: potency is the fitted concentration of half-maximal effect; % is set by controls: 0 for no effect and ±100 for the full control effect
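Pol eta (10 nM) was preincubated with compounds for 15 min at room temperature, after which fluorescent replication substrate (50 nM final) was added to start the reaction. Fluorescence was read kinetically at 0 and 10 min.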
Active calls of the source: *; ? = inconclusive; · = not tested or not shown; & = joins results of further samples; ! = not confirmed by another sample; [ ] = dose if it differs, or a comment. Unless noted, calls come from the whole dose curve; as a rule, active = well fitted curve in the direction sought with a large enough effect; inconclusive = small, poorly fitted or top-dose-only effect, or another doubt; inactive = no such curve, though single readings can be large; an effect the other way counts as inactive or inconclusive. These rows are one share of the data (hit frequency here may not be typical).

Compound,POLK inh,12-LOX inh,RGS4 inhibitor,LDHA block,Pol beta inh,Apoferritin bind,APE1 inh,ERG Ets-DNA blk,POLH inh
CCn1cnc2sc(C(=O)Nc3ccc4c(c3)OCO4)c(C)c2c1=O,-4.3%,3.9%,-24.3%,1.5,-16.1%,-5.1%,-2.2%,-9.0%,?
O=C(Nc1ccncc1)c1ccc(Cl)c([N+](=O)[O-])c1,-1.4%,0.0%,7.0%,-1.5,1.9%,6.8%,5.9%,7.1%,-20.5%
CCN(CC)S(=O)(=O)c1ccc(N/N=C/c2cccnc2)nc1,-2.1%,-16.3%,-5.5%,-3.8,-0.5%,-7.4%,4.8%,-6.8%,-13.9%
Oc1ccc(/C=N/n2c(C3CCCCC3)n[nH]c2=S)c(O)c1,-21.2%,0.0%,29.1%,4.3,?,-4.2%,19.1%,-16.0%,-18.5%
Cc1cccc(-n2ncc3c(NCc4ccccc4)ncnc32)c1,0.7%,22.3%,-14.8%,-2.7,13.5%,-7.9%,-5.4%,-4.3%,-15.4%
Cn1ccnc1SCC(=O)Nc1ccc2c(c1)OCO2,-5.5%,-0.6%,-1.2%,-3.0,-15.3%,-9.9%,-4.0%,-8.5%,5.3%
CC(=O)c1cccc(NS(=O)(=O)c2c(C)noc2C)c1,-0.5%,-26.6%,-7.8%,-5.6,24.0%,-8.3%,-2.6%,-1.4%,-8.4%
COc1ccc(S(=O)(=O)N2CCOCC2)cc1C(C)C,10.9%,22.0%,-1.5%,-0.4,3.6%,-2.0%,16.0%,0.3%,-10.1%
CC(=O)c1ccc(NC(=O)c2cc(CC(C)C)on2)cc1,-13.1%,0.0%,8.6%,-8.7,-24.9%,-12.2%,-4.5%,-3.3%,-9.3%
CCc1nn2c(=O)cc(COC(=O)c3cccc(NC(=O)c4cccs4)c3)nc2s1,-2.1%[60.1 µM],-17.2%,-8.5%,-8.0,1.0%,-7.4%,·,-0.6%,-11.8%
CCS(=O)(=O)c1nc(S(=O)(=O)c2ccc(C)cc2)c(N2CCCC(C)C2)s1 (centres undefined),4.1%,-2.7%,3.4%[56.9 µM],-1.5,13.3%,?,3.7%,-6.3%,-2.9%
CCc1nn(CC(=O)Nc2ccc(C)cc2C)c(=O)c2cc3sccc3n12,-2.2%,-8.5%,-1.1%,0.7,16.8%,-0.7%,·,-3.1%,-6.9%
C=CCNC(=O)CN1C2CCCC1CC(NC(=O)c1ccccc1C)C2 (centres undefined),-19.6%,-6.5%,-5.7%[56.9 µM],-0.9,-0.7%,0.9%,-2.0%,-4.2%,-4.2%
O=C(O)c1cc(-c2ccc(Cl)cc2)n(-c2ccc(Cl)cc2)n1,-3.5%,?,-20.2%,-2.4,0.0%,-5.2%,-3.9%,-8.4%,-6.2%
CCOC(=O)c1ccc(Nc2nnc(C)c3ccccc23)cc1,-10.5%,-19.7%,-11.3%,-7.9,8.4%,6.1%,-3.1%,-4.7%,-3.3%
COc1ccc(S(=O)(=O)N2CCC3(CC2)OCCO3)cc1,2.0%,3.8%,0.0%,-5.6,18.8%,-3.4%,13.9%,16.0%,-14.8%
Cc1ccc2nc(C)c(C(=O)NN=C3CCN(C)CC3)n2c1,-9.4%,12.2%,-7.2%,9.7,-0.3%,-8.1%,22.1%,-8.1%,-9.5%
COc1cc(-c2noc(CCCC(=O)NC3CCCCC3)n2)cc(OC)c1OC,-7.8%,7.8%,11.2%,-4.4,0.1%,-19.4%,-3.3%,-5.9%,-3.5%
CC1CCCCN1C(=O)Cn1c(=O)n(-c2ccc(Cl)cc2)c(=O)c2c3c(sc21)CCC3 (centres undefined),1.0%,-6.1%,-11.9%,3.4,10.4%,4.0%,·,10.3%,-6.0%
CCC1=[N+](CC(=O)c2ccc(C)cc2)CCn2cccc21,7.8%,-31.9%,-18.4%,1.4,0.8%,-4.0%,-3.9%,11.9%,-16.9%
CC12CC(NC(=O)N1c1cccc(C(=O)NCc3ccc4c(c3)OCO4)c1)c1cc(Cl)ccc1O2 (centres undefined),-6.5%,?,-18.9%,-3.0,7.6%,-8.1%,-4.8%,-8.2%,0.1%
Cn1c(SCC(=O)N2CCN(Cc3ccccc3)CC2)nnc1-c1ccncc1,-3.6%,10.0%,-42.0%,3.3,-1.1%,-4.4%,-0.9%,7.2%,-9.8%
CN1CCN(CCCCOc2cccc3ccccc23)CC1,-12.3%,0.0%,-5.4%[56.9 µM],2.4,14.2%,-6.7%,2.9%,10.8%,-1.2%
Cc1nn(C)cc1/C=N/NC(=O)c1sc2ccccc2c1Cl,2.1%,0.0%[57.4 µM],-9.9%,-3.5,-1.6%,-16.2%,3.0%,-20.6%,10.8%
Cc1ccc(C)c(N/C=C(\C#N)c2nc3ccccc3o2)c1,-4.0%,-16.5%,23.6%,-5.0,·,·,·,1.7%,-12.5%
COc1ccc(CN(C)C(=O)c2ccc(NS(=O)(=O)c3ccc4[nH]c(=O)[nH]c4c3)cc2)c(OC)c1OC,-14.1%,0.0%,-4.0%,1.0,·,·,33.1%,1.4%,-4.2%
CCCOc1ccc(/C(O)=C2/C(=O)C(=O)N(CCCn3ccnc3)C2c2ccco2)cc1 (centres undefined),3.5%,2.7%,16.8%,3.7,31.0%,-8.8%,3.5%,0.9%,-1.3%
Cc1noc(NS(=O)(=O)c2ccc(NC(=O)C34CC5CC(C3)CC(n3cnc(Br)n3)(C5)C4)cc2)c1C,-14.7%,22.2%,10.2%,-2.4,10.7%,-4.1%,-11.7%,-0.1%,-7.5%
C=CC(COCc1ccccc1)N([C@@H](Cc1ccccc1)C(=O)OC)S(=O)(=O)c1ccccc1Br (some centres undefined),-5.7%&11.1%,-0.7%,4.5%,-1.9,·,·,-18.9%,0.5%,-8.5%
Cn1c(C(=O)OC(C(=O)NCC2CCCO2)c2cccnc2)cc2sccc21 (centres undefined),-1.3%,-8.9%,18.8%,-10.0,-2.4%,-7.1%,0.0%,3.2%,-13.8%

Additional entries follow:
Compound,POLK inh,12-LOX inh,RGS4 inhibitor,LDHA block,Pol beta inh,Apoferritin bind,APE1 inh,ERG Ets-DNA blk,POLH inh
Cc1nnc(NC(=O)CSc2nccn2Cc2ccc(Cl)cc2)s1,0.5%[60.1 µM],?,-20.8%,-2.9,3.4%,4.9%,·,9.2%,-13.7%
N#C/C(=C\c1c(Cl)cccc1Cl)c1nc2ccccc2[nH]1,-19.8%,0.0%,5.1%,-2.3,26.5%,-9.3%,13.2%,-6.4%,-9.4%
O=C(CCC(=O)Nc1cccc(Cl)c1)N/N=C/c1cc([N+](=O)[O-])ccc1O,-6.3%,-22.8%,5.7%,4.0,6.4%,-11.5%,8.3%,-11.7%,?
Cc1cccc[n+]1CCCCCCCCCC[n+]1ccccc1C,-7.2%,14.1µM*!,-8.1%,-0.1&-3.7,51.9%[activator],-4.9%,10.9%,3.2%,-17.9%
O=C(N/N=C/c1ccc([N+](=O)[O-])o1)c1cc(-c2ccc(-c3ccccc3)cc2)nc2ccccc12,-31.1%,-10.7%,9.5%,3.2,20µM*,-14.0%,-1.2%,7.7%,-30.7%
COc1cc([N+](=O)[O-])ccc1NC(=S)NNC(=O)CCC(=O)Nc1ccccc1Cl,-9.1%,?,-30.2%,-2.2,25.2%,-8.2%,15.0%,4.3%,-0.9%
CCS(=O)(=O)NCCc1cc2ccc(C)cc2[nH]c1=O,-4.6%,·,24.7%,-7.8,?,-6.3%,7.2%,-6.0%,-12.0%
CCCSc1nc(N)c(C#N)c(-c2ccc(C)cc2)c1C#N,0.3%,0.0%,-41.0%,-4.7,12.5%,-11.2%,-0.3%,12.7%,-10.5%
COCCCNC(=O)c1cc2c(=O)oc3ccc(C)cc3c2s1,-0.7%,2.4%,-1.7%,-5.7,2.1%,-6.5%,·,-4.0%,6.7%
CCN1C(=O)[C@H]2[C@@H](c3ccc(-c4ccc(OC)cc4)cc3)N3CCC[C@@]3(C(=O)OC)[C@H]2C1=O,-1.1%,?,2.4%,1.7,·,·,-0.7%,-4.7%,-10.9%
O=C(NCCN1CCOCC1)c1ccc(F)cc1,2.5%,15.4%,14.3%,-15.3,0.1%,-5.5%,8.0%,-0.2%,-9.8%
CCc1ccccc1N(C)C(=O)c1cc2c(s1)-c1c(C)cccc1OC2,-5.2%,-12.0%,-0.1%,3.1,4.4%,-0.1%,·,-0.7%,-1.2%
